Pf Dd2 inh = qHTS Primary assay for Inhibitors of Plasmodium falciparum Dd2 growth in vitro. P. falciparum Dd2 growth, SYBR Green, 72 h. 120,000 compounds, 4.3% hits. Potency, µM (doses to about 28.9 µM), for inactives: at the highest dose activity, negative = inhibition, actives largely listed as inhibitors; active means well fitted inhibition curve with a large enough effect; inconclusive means small, poorly fitted or top-dose-only effect; inactive means no such curve, though single readings can be large or run the other way;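 further: plate controls were DMSO vehicle for no effect and reference drug for full effect; nearly all actives have a fitted effect of over 65% in size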
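Readout: SYBR Green fluorescence, 485 nm excitation, 535 nm emission, after ~16 h lysis at 37C. Before that, Dd2-infected red cells (2.5% hematocrit) grew 72 h with compound, 29 uM top final concentration.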
Numbers without * were called inactive; i = inactive; ? = inconclusive; [ ] = dose if it differs, or a comment. Potency means the concentration at half of the fitted maximal effect. An excerpt; the hit share may differ from the screen's.

canonical_smiles | Pf Dd2 inh
COc1ccc(Cl)cc1C(=O)N1CCN(c2cc(C(F)(F)F)nc(C)n2)CC1 | -21%
Cc1c(CNC2CCCCC2)c(C(=O)O)c(C)n1Cc1ccccc1F | 11%
COCCCn1c(C)cc(C(=O)NCCc2noc(-c3ccccc3)n2)c1C | ?
Cc1ccc(C(=O)N2CCCn3cc(-c4cccc(C#N)c4)nc32)cc1 | ?
Cc1cccc(C(C)C)c1NC(=O)C1CCCN1S(=O)(=O)c1cccc2nsnc12 (stereo not drawn) | 43%[activator]
Cc1cccc(Cn2c(CN3CCC(C(=O)NCc4cccnc4)CC3)cc3ccccc32)c1 | i
COc1ccccc1NC(=O)c1ccc2oc(=O)c(S(=O)(=O)c3ccccc3)cc2c1 | 17%
Cc1cc(C)n2nc(C(=O)N3CCC(Cc4cccc(C(N)=O)c4)C3)nc2n1 (stereo not drawn) | ?
Cn1cc(CN2C[C@H](C(=O)NCc3ccccc3)C[C@H]2c2cccc(C(F)(F)F)c2)cn1 | ?
O=C(CCn1ccn2nc3c(c2c1=O)CCCC3)NC1CCCC1 | ?
COc1cccc(CN2CCc3nc(C(=O)Nc4cccnc4)oc3CC2)c1 | -3%[44.1 µM]
CN1CC(=O)N(c2ccccc2F)Cc2c(NC3CCOC3)ncnc21 (stereo not drawn) | 27%
Cc1ccc(C(=O)c2cn(Cc3cc(C)ccc3C)c3nc(C)ccc3c2=O)cc1 | i
CCOc1ccc(NC(=O)CSc2ccc(-c3sc(-c4ccccc4)nc3C)nn2)cc1 | ?
Cc1nc2ccccc2c(=O)n1-c1ccc(NC(=O)c2ccccc2[N+](=O)[O-])cc1 | 6%
C=CCNC(=O)C1COC2(CCCCC2)N1C(=O)c1cccc(F)c1 (stereo not drawn) | 31%[activator]
CS(=O)(=O)c1cnc(NCCCc2ccccc2)nc1C1CCCNC1 (stereo not drawn) | ?
COc1ccc(CCC(=O)N2CCC(C(=O)N3CCCCCCNC(=O)CC3)CC2)cc1 | i
CS(=O)(=O)Nc1ccc(OCC(=O)N2CCN(c3ccc(F)cc3)CC2)nc1 | -7%
Cc1nn(CCC#N)c(C)c1[C@@H]1C=C[C@@H](NS(=O)(=O)c2ccccc2)C1 | i
COCCCNC(=O)CCc1cc2ccccc2[nH]c1=O | 7%
CNC(=O)CCC[C@H]1NC[C@@H]2CC1CN(Cc1ccccc1)C2 | -26%
CCN(CC)C(=O)[C@@H]1CCC[C@@H](NC(=O)c2cncnc2)CN(C)C(=O)C1 | -16%[44.1 µM]
Fc1ccc(Cc2cn3cc(-c4ccc(Cl)cc4)nc3s2)cc1 | 15%
Cc1ccccc1-c1cnc2[nH]cc(CC(=O)N3CCN(C)CC3)c2c1 | i

Next section:
canonical_smiles | Pf Dd2 inh
CCCN(CCC)CCCNC(=O)c1nn(C)c2c1CS(=O)(=O)c1ccccc1-2 | ?
CN1CCN(C(=O)Cc2cccn2-c2ccc(Cl)cc2)CC1 | -9%
O=C(C1CCCC1)N1C[C@@H](COc2ccncc2)[C@H](c2ccccn2)C1 | 0%
Cc1ccc(C(=O)N2CCC(c3n[nH]c(=O)n3Cc3ccc(F)cc3)CC2)cc1 | i
COCC(=O)N1CCN(C(=O)c2cccnc2)C[C@H]1C(=O)N[C@@H](CC1CCCCC1)C(N)=O | 12%
CCCN1CCCC2(Cc3ccccc3CN(C(C)=O)C2)C1 (stereo not drawn) | ?
CNC(=O)c1cc[nH]c1C1CCCN(C(=O)CCc2nc3ccccc3s2)C1 (stereo not drawn) | 0%
Cn1cccc1CN1CCC2(C1)C(=NC1CCCCC1)NC(=O)N2c1cc(F)cc(F)c1 (stereo not drawn) | ?
O=C(Cn1ccn2nc3c(c2c1=O)CCCC3)NCCCc1ccccc1 | i
Cc1cccc(CN2CCNc3cnc(OCc4cccnc4)cc3C2)c1 | ?
CN(C)S(=O)(=O)N1CCCN(Cc2ccncc2)C(c2ccccc2)CC(=O)NCC1 (stereo not drawn) | 10µM*
Cc1sc2ccn(Cc3ccc(F)cc3)c(=O)c2c1C(=O)NCc1ccccn1 | i
Cc1nn(-c2ccc(C(C)C)cc2)c(C)c1[C@@H]1C=C[C@@H](NCc2ccc(F)cc2)C1 | 4µM*
Cc1ccc(-n2nc(CO)c(C(=O)NC(C)c3ccccc3)n2)cc1C (stereo not drawn) | i
O=C(N[C@H]1CCN2C(=O)[C@@H](Cc3c[nH]c4ccccc34)NC(=O)[C@H]12)c1ccccc1 | -4%[44.1 µM]
CCOC(=O)CNC(=O)c1ccc(CN2C(=O)NC3(CCS(=O)(=O)CC3)C2=O)cc1 | i
Cc1ccsc1C(=O)N1CCC(c2nc(C3CCOCC3)no2)CC1 | 3%
CCc1nc2c(=O)n(CC(=O)NCc3ccco3)nc(C)c2s1 | i
COc1ccc(NC(=O)N2CCCC(Cc3noc(-c4ccncc4)n3)C2)cc1 (stereo not drawn) | i
Cc1cc(C(=O)Nc2ccc([C@H]3OCC(=O)N(C)[C@@H]3CO)cc2)no1 | -10%[44.1 µM]
CCOc1ccccc1N(CC)C(=O)c1noc2c1COc1ccc(C)cc1-2 | ?
O=C1CC(c2ccccc2)N(Cc2ccncc2)CCCN(C(=O)CN2CCCCCC2)CCN1 (stereo not drawn) | ?
CC1=C[C@@H](CC#N)[C@H](C(C)C)C[C@H]1CC(=O)N1CCC(C)CC1 | -4%[44.1 µM]
CCc1ccc(-n2c(=O)c3c(C)c(C(=O)N(C)C)sc3n(Cc3ccccc3C#N)c2=O)cc1 | -11%
O=C1CC(c2ccccc2)N(C(=O)CNS(=O)(=O)c2cccc(F)c2)CCCCCN1 (stereo not drawn) | -5%

Remaining list, next part.
canonical_smiles | Pf Dd2 inh
COc1ccc(C2Cn3nnc(-c4nc(-c5ccc(F)cc5)no4)c3CO2)cc1 (stereo not drawn) | i
CCOc1cccc(CC(=O)N2CCc3c([nH]c4ccccc34)C2c2ccc(F)cc2)c1OCC (stereo not drawn) | ?
Cc1cnn(C)c1S(=O)(=O)NC1CC(c2cc(N3CCCC3)ncn2)C1 (stereo not drawn) | -28%
CCn1c(CN2CCN(Cc3csc(C)n3)CC2)nnc1C1CC(N)C1 (stereo not drawn) | -16%
COc1cccc(C2CC(=O)Nc3c2c(=O)nc2c(C)cccn32)c1 (stereo not drawn) | 21%
CC(C)(C)n1nnnc1C1CC2(CCOCC2)C(=O)N1Cc1ccc(F)cc1F (stereo not drawn) | 31%[activator]
COCCn1ccc2cc(C(=O)Nc3ccc4c(c3)C(=O)N3CCC[C@H]3C(=O)N4)ccc21 | -7%
Cc1cccc(N2C(=O)CSC23CCN(C(=O)COc2ccccc2)CC3)c1 | ?
Cc1ccc(C(c2sc3nc(-c4ccco4)nn3c2O)N2CCOCC2)cc1 (stereo not drawn) | 21%
COc1ccc(C)cc1NS(=O)(=O)c1ccc2c3c(cccc13)C(=O)N2 | -4%
COc1ccc(CN2CC(OCc3cccnc3)CN(C(=O)c3ccccn3)CC2=O)cc1 (stereo not drawn) | 9%
CN(C)CCCNC(=O)C1CCCN(S(=O)(=O)c2ccccc2)CCC(=O)NCC1 (stereo not drawn) | i
CNC(=O)c1c(NC(=O)c2cc(=O)c3ccccc3o2)sc2c1CCC2 | 28%
COC(=O)c1ccc(N2C[C@H]3OC(=O)N(Cc4ccccc4OC)[C@H]3C2)nc1 | -6%
CNC(=O)Nc1ccc(C2(C(=O)N3CCN(c4ccccc4)CC3)CCC2)cc1 | -14%
Cc1ccc2onc(CNC(=O)N3CCN(c4cccc(C)c4C)CC3)c2c1 | -25%
CCOC(=O)c1c(C)oc2ncnc(Nc3ccc(OC)cc3OC)c12 | 24%
CCOc1ccc(-c2cnc(NCc3cccc(Cl)c3)n2C)cc1 | -26%
Cc1nc(C)c(C(=O)NCC23CCCC=C2N(CC2CC2)C(=O)CC3)s1 (stereo not drawn) | -14%
COCCc1noc([C@@H]2CN(CC3CCCCC3)C[C@H]2CO)n1 | ?
CCOc1ccc(-c2cccc(NS(=O)(=O)c3ccc(C)s3)c2)nn1 | -10%
Cc1ccc(NC(=O)Cn2nc3n(c2=O)CCCCC3)cc1C | 14%
O=C(NC1CC1)c1ccc2nnc(-c3ccc(Cl)cc3)n2c1 | 7%
COc1ccc(CC(=O)NCCc2csc(-c3ccc(C(F)(F)F)cc3)n2)cc1 | i
O=C(C1COc2ccccc2O1)N1CCc2nc3cc(-c4ccccc4)[nH]n3c(=O)c2C1 (stereo not drawn) | -20%[5.79 µM]

Later entries.
mol,Pf Dd2 inh
CCOc1ccc(-c2cc3c(=O)n(CC(=O)NCc4ccccc4)ccn3n2)cc1,5%
COc1cccc(CNC(=O)c2cc3n(n2)CCCN(Cc2ccc(C)cc2)C3=O)c1OC,-7%
Cc1nnnn1CCC(=O)N1CCCC(c2nnc(Cn3ccnc3)n2C)C1 (stereo not drawn),-1%
CC(C)c1ccc(NC(=O)c2cc(S(=O)(=O)N3CCCCC3)cn2C)cc1,?
Cc1nnnn1CC(=O)NCc1cccnc1N(C)CCc1ccccn1,18%
Cn1c(=O)c2sccc2n2c(CCCC(=O)Nc3ccc(Cl)cc3)nnc12,?
CCCc1noc(CN(C)C(/C=C/c2ccccc2)C(=O)O)n1 (stereo not drawn),5%
O=C(CCC1CCN(C(=O)c2ccccc2)CC1)NCC1CCCCC1,-24%
CCS(=O)(=O)N(C1CC1)C1CCOC2(CCN(C(=O)c3ccc(F)cc3)CC2)C1 (stereo not drawn),45%[activator]
CN(C)C(=O)CNC(=O)c1cccc(S(=O)(=O)NCCn2ccnc2)c1,12%
COc1ccc(C(=O)N2CC3CC(C2)[C@H]2CCCC(=O)N2C3)c(OC)c1 (stereo partly drawn),-7%
O=C1NCCCCCN(C(=O)NCCc2ccccc2)[C@H]2CCCC[C@@H]12,-7%
CCN1C(=O)C(Cc2nc3ccccc3c(=O)n2-c2cccc(C)c2)c2ccccc21 (stereo not drawn),-8%
COc1ccc(NC(=O)Nc2cccc(-c3ccc(N4CCOCC4)nn3)c2)cc1F,?
O=C(c1ccc[nH]c1=O)N1C[C@@H](COCC2CC2)[C@H](c2ccccn2)C1,3%
CN(C)S(=O)(=O)NCC1CCCN(C(=O)Cc2ccc3c(c2)OCO3)C1 (stereo not drawn),11%
O=C(CN(c1cc(C(F)(F)F)ccc1Cl)S(=O)(=O)c1ccccc1)NCCc1ccccc1,?
COc1ccc(CC(=O)Nc2ccc3c(c2)CN(Cc2ccc(OC)cc2OC)C(=O)C(C)O3)cc1 (stereo not drawn),-14%
O=C(Nc1cccc(C(=O)OCc2cc(=O)n3ccsc3n2)c1)c1ccc(F)cc1,2%
COC[C@H]1C[C@@H](NCc2c(C)noc2C)[C@H](O)[C@@H]1O,18%[44.1 µM]

(list continues)
mol,Pf Dd2 inh
CCN1CCN(CCCNC(=O)c2cn3ccnc(-c4ccc(C)cc4)c3n2)CC1,?
O=C(Nc1cccnc1)[C@@H]1C[C@H](c2ccc(F)cc2)N(Cc2ccccc2Cl)C1,?
CCN1CCC(CCNC(=O)CCC[C@@H]2[C@H]3CCCN4CCC[C@@H](CN2C(C)=O)[C@@H]34)CC1,-1%
COc1c[nH]c(CN2CCCC(CCc3ccccc3C(F)(F)F)C2)cc1=O (stereo not drawn),8.9µM*
CCc1ccc(NC(=O)c2sc(-n3nc(C)c(Cc4ccc(OC)cc4)c3C)nc2C)cc1,11%
Cc1ccc(NC(=O)N2CCC(Cc3nncn3Cc3ccccc3)C2)cc1C (stereo not drawn),-6%
COc1ccc(C(=O)N2CCc3nnc([C@@H]4C[C@@H](O)CN4C)n3CC2)cc1F,10%
CCC(CC)C(=O)NC[C@@H]1C=C(C)[C@H](Cc2nc3c(C)cccc3[nH]2)C[C@H]1C(C)C,?
CCOC(=O)c1c(S(=O)(=O)N2CCCC(C(=O)Nc3cccc(CC)c3)C2)c(C)n(CC)c1C (stereo not drawn),45%[activator]
Cc1cccn2c(CNC(=O)CCc3cc4n(n3)CCCNC4)cnc12,-4%
CCOC(=O)c1c(NC(=O)Cc2coc3cc(C)cc(C)c23)sc2c1CCC2,6%
CC(=O)c1ccc(NC(=O)c2cc(C)nc3c2c(C)nn3-c2ccc(C)cc2)cc1,i
O=C(CCc1c[nH]c2ccccc12)N1[C@H]2CC[C@@H]1c1cnc(-c3ccc(F)cc3)nc1C2,i

Molecules from the list above containing an NH in an aromatic ring (11):
mol,Pf Dd2 inh
COCCCNC(=O)CCc1cc2ccccc2[nH]c1=O,7%
Cc1ccccc1-c1cnc2[nH]cc(CC(=O)N3CCN(C)CC3)c2c1,i
Cc1ccc(C(=O)N2CCC(c3n[nH]c(=O)n3Cc3ccc(F)cc3)CC2)cc1,i
CNC(=O)c1cc[nH]c1C1CCCN(C(=O)CCc2nc3ccccc3s2)C1 (stereo not drawn),0%
O=C(N[C@H]1CCN2C(=O)[C@@H](Cc3c[nH]c4ccccc34)NC(=O)[C@H]12)c1ccccc1,-4%[44.1 µM]
CCOc1cccc(CC(=O)N2CCc3c([nH]c4ccccc34)C2c2ccc(F)cc2)c1OCC (stereo not drawn),?
O=C(C1COc2ccccc2O1)N1CCc2nc3cc(-c4ccccc4)[nH]n3c(=O)c2C1 (stereo not drawn),-20%[5.79 µM]
O=C(c1ccc[nH]c1=O)N1C[C@@H](COCC2CC2)[C@H](c2ccccn2)C1,3%
COc1c[nH]c(CN2CCCC(CCc3ccccc3C(F)(F)F)C2)cc1=O (stereo not drawn),8.9µM*
CCC(CC)C(=O)NC[C@@H]1C=C(C)[C@H](Cc2nc3c(C)cccc3[nH]2)C[C@H]1C(C)C,?
O=C(CCc1c[nH]c2ccccc12)N1[C@H]2CC[C@@H]1c1cnc(-c3ccc(F)cc3)nc1C2,i

Molecules from the list above that contain a cyano group, in the order listed:
mol,Pf Dd2 inh
Cc1ccc(C(=O)N2CCCn3cc(-c4cccc(C#N)c4)nc32)cc1,?
Cc1nn(CCC#N)c(C)c1[C@@H]1C=C[C@@H](NS(=O)(=O)c2ccccc2)C1,i
CC1=C[C@@H](CC#N)[C@H](C(C)C)C[C@H]1CC(=O)N1CCC(C)CC1,-4%[44.1 µM]
CCc1ccc(-n2c(=O)c3c(C)c(C(=O)N(C)C)sc3n(Cc3ccccc3C#N)c2=O)cc1,-11%
